Screening results as filed in PubChem BioAssay.
TDP1 cell CPT = qHTS for Inhibitors of human tyrosyl-DNA phosphodiesterase 1 (TDP1): qHTS in cells in presence of CPT | chicken DT40 Tdp1-/-;hTDP1 cells + 20 nM CPT, ATP luminescence, 48 h | Potency, µM (top dose mostly 46.2 µM), for inactives: at the highest dose activity change, negative = growth inhibition, most hits filed as inhibitors | hit rate 12% among 420,000; further: nearly all actives have a fitted effect of over 55% in size
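Cell growth measured by CellTiter-Glo luminescence after a minimum 48 h, 37 C compound exposure with 20 nM CPT in Tdp1-knockout DT40 cells stably expressing hTDP1, seeded 400/well; qHTS titration format.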
TDP1 cell noCPT = qHTS for Inhibitors of human tyrosyl-DNA phosphodiesterase 1 (TDP1): qHTS in cells in absence of CPT; DT40 Tdp1-/- hTDP1 cells, no CPT, ATP luminescence, 48 h; hit rate 15% among 420,000; Potency, µM (titrated, usually from 46.2 µM), for the others: top-dose activity change, negative = growth inhibition, usual class: inhibitors; further: nearly all actives have a fitted effect of over 55% in size
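Camptothecin absent (DMSO only). Human TDP1-complemented DT40 knockout cells, 400 cells/well, 37 °C for minimum 48 hr; ATP measured via CellTiter-Glo, 30 min dark incubation, luminescence.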
TDP1 block = qHTS Assay for Inhibitors of Tyrosyl-DNA Phosphodiesterase (TDP1); Tyrosyl-DNA phosphodiesterase 1 (Homo sapiens), Q9NUW8; recombinant TDP1, AlphaScreen DNA substrate cleavage; Potency, µM (series often up to 130 µM), for the others: at the highest dose activity change, negative = inhibition, most hits filed as inhibitors; hit rate 0.28% among 350,000; further: nearly all actives have a fitted effect of over 40% in size
Target sequence (Q9NUW8 whole entry, looked up): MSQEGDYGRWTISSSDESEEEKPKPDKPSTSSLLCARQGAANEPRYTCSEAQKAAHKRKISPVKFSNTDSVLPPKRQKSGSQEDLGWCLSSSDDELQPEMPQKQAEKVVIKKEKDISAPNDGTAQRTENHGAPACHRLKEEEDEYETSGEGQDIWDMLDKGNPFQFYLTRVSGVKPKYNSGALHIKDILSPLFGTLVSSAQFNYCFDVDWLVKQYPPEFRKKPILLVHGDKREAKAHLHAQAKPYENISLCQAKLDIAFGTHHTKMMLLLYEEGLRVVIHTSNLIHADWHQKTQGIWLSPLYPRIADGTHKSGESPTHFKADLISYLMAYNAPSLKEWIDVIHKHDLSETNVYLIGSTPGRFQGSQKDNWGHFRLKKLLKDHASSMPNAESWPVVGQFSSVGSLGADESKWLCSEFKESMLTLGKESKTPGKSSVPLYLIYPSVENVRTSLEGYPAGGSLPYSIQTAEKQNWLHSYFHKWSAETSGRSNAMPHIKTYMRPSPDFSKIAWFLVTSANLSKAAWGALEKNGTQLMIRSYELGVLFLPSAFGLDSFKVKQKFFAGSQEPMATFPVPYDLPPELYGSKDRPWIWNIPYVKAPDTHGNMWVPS
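Recombinant E. coli-expressed Tdp1 (1 nM) preincubated with compound 15 min at RT, then 5'-biotin/3'-phosphotyrosine-FITC DNA substrate (15 nM) added for 5 min. AlphaScreen beads (10 ug/ml) added, 10 min RT; tyrosine-FITC cleavage read as signal loss.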
* = called active by the depositor; & = joins results of further samples; [ ] = remark or other dose. The call rests on the fitted dose curve; in most records, active means well fitted curve in the direction sought with a large enough effect; inconclusive means small, poorly fitted or top-dose-only effect, or another doubt; inactive means no such curve, though single readings can be large; an effect the other way counts as inactive or inconclusive. On the % scale 0 is the no-effect control and ±100 the full control effect; potency means the concentration at half of the fitted maximal effect.

How did O=C(NCc1ccc(Cl)cc1)c1ccc(Cn2c(=O)c3cccn3c3cccnc32)cc1 do in these assays?
TDP1 cell CPT: 8.4%; TDP1 cell noCPT: 8.8%; TDP1 block: -5.1%

Results for CC(C)(C)NS(=O)(=O)c1ccc(NC(=O)C(Sc2ccccc2)c2ccccc2)cc1 (stereo not given) ?
TDP1 cell CPT: inconclusive; TDP1 cell noCPT: inconclusive; TDP1 block: 3.4%

What do the screens show for `COc1ccc(CCNC(=O)CCNC(=O)N2CC(=O)Nc3ccccc32)cc1`?
TDP1 cell CPT: inconclusive; TDP1 cell noCPT: -0.7%; TDP1 block: 0.6%

What do the screens show for `COc1ccccc1CCNC(=O)c1cccn1-c1nnc(N2CCCC2)s1`?
TDP1 cell CPT: inconclusive; TDP1 cell noCPT: inconclusive; TDP1 block: 5.3%

Results for CN(N)c1nc(N2CCCC2)nc(N2CCCC2)n1 ?
TDP1 cell CPT: -2.7%; TDP1 cell noCPT: -15.5%

Results for COc1ccc(C(c2nnnn2Cc2ccccc2)N2CCN(c3nc4ccccc4s3)CC2)cc1OC (stereo not given) ?
TDP1 cell CPT: inconclusive; TDP1 cell noCPT: 18.4µM*; TDP1 block: 3.3%

What do the screens show for `O=C(Cn1nnc(-c2ccc(N3CCOCC3)cc2)n1)N1CCOCC1`?
TDP1 cell CPT: 0.1%; TDP1 cell noCPT: -3.7%

How did COCCn1c(=O)cnc2cnc(N3CCNCC3)nc21 do in these assays?
TDP1 cell CPT: 14.5%; TDP1 cell noCPT: -12.7%

Results for O=C1NC(=Nc2ccc(F)cc2)CS1 ?
TDP1 cell CPT: 9.3%; TDP1 cell noCPT: -18.7%; TDP1 block: -1.2%

Results for COC(=O)c1ccccc1NC(=O)CSc1nc2ncccc2[nH]1 ?
TDP1 cell CPT: -3.1%; TDP1 cell noCPT: -24.4%; TDP1 block: 3.7%

What do the screens show for `CCCCn1c(N)c(N(CC)C(=O)C2=NN(c3ccccc3)C(=O)CC2)c(=O)[nH]c1=O`?
TDP1 cell CPT: 11.5%; TDP1 cell noCPT: 0.3%; TDP1 block: 0.7%

Results for Cc1ccc(NS(=O)(=O)c2ccc(C(=O)N3CCN(c4ccccn4)CC3)cc2)cc1 ?
TDP1 cell CPT: 13µM*; TDP1 cell noCPT: 11.6µM*; TDP1 block: 4.5%

What do the screens show for `Cc1c(C)n(C)c2ccc(C(=O)N3CCN(c4ccccc4)CC3)cc12`?
TDP1 cell CPT: inconclusive; TDP1 cell noCPT: inconclusive; TDP1 block: 10.7%&5.3%

How did Cc1ccc(-n2c(=O)c3c(C)c(C(=O)N(C)C)sc3n(CC(=O)C(C)(C)C)c2=O)cc1C do in these assays?
TDP1 cell CPT: -23.8%; TDP1 cell noCPT: -15.3%; TDP1 block: 6.4%

Results for Cc1cc(NC(=O)CCCC(=O)N(CC(=O)NC2CCCCC2)c2ccccc2)no1 ?
TDP1 cell CPT: -6.7%; TDP1 cell noCPT: -15.1%; TDP1 block: -4.2%

What do the screens show for `CC1CCC2(CC1)NC(=O)N(NC(=O)c1cccc(N(C)C)c1)C2=O` (stereo not given)?
TDP1 cell CPT: 7.9%; TDP1 cell noCPT: 1.4%; TDP1 block: -0.2%[56.1 µM]

How did CCOC(=O)C1CCN(C(=O)CNC(=O)Cn2c(C)cc3ccccc3c2=O)CC1 do in these assays?
TDP1 cell CPT: 3.2%; TDP1 cell noCPT: -15.5%; TDP1 block: 3.8%

How did Cc1nnc(SCC(=O)NC2CC2)s1 do in these assays?
TDP1 cell CPT: -12.9%; TDP1 cell noCPT: 11.4%; TDP1 block: 3.0%

Results for CN(C)C(=O)CSCc1c(Cl)cccc1Cl ?
TDP1 cell CPT: -17.7%; TDP1 cell noCPT: -25.9%; TDP1 block: 4.5%

Results for COc1ccc(N2CCN(C(=O)Nc3cccc(C(F)(F)F)c3)CC2)cc1 ?
TDP1 cell CPT: inconclusive; TDP1 cell noCPT: 18.4µM*; TDP1 block: 1.1%&4.0%

What do the screens show for `CCCCC(CC)Cn1c(N)c(C#N)c2nc3ccccc3nc21` (stereo not given)?
TDP1 cell CPT: inconclusive; TDP1 cell noCPT: inconclusive; TDP1 block: 1.8%

Results for CC(N1CCOC1=O)S(=O)(=O)c1ccccc1 (stereo not given) ?
TDP1 cell CPT: 0.6%; TDP1 cell noCPT: -6.1%; TDP1 block: 7.8%

What do the screens show for `O=S1(=O)CCS(=O)(=O)C1c1ccccc1`?
TDP1 cell CPT: inconclusive; TDP1 cell noCPT: inconclusive

How did OC(c1ccc(-c2ccccc2)cc1)c1ncc(-c2cccc(F)c2)[nH]1 (stereo not given) do in these assays?
TDP1 cell CPT: -23.2%; TDP1 cell noCPT: inconclusive

What do the screens show for `CCOc1cccc(C(=O)NC(=S)Nc2ccc(Cl)cc2C(=O)O)c1`?
TDP1 cell CPT: inconclusive; TDP1 cell noCPT: inconclusive; TDP1 block: 2.6%

How did COc1cc(NC(=O)C2=COCCO2)c(OC)cc1Cl do in these assays?
TDP1 cell CPT: -9.5%; TDP1 cell noCPT: -18.8%; TDP1 block: 7.4%

Results for CCOC(=O)C1=CC[C@@H](c2ccccc2)N(S(=O)(=O)c2ccc(C)cc2)[C@@H]1C#N ?
TDP1 cell CPT: inconclusive; TDP1 cell noCPT: inconclusive

Results for Cc1ccc(C(=O)NC(NC(=O)c2ccc(C)cc2)C(Cl)Cl)cc1 ?
TDP1 cell CPT: inconclusive; TDP1 cell noCPT: inconclusive; TDP1 block: 0.0%

How did COc1ccc(NC(=O)CN(C)S(=O)(=O)c2ccc(C(=O)N3CCOCC3)s2)cc1 do in these assays?
TDP1 cell CPT: inconclusive; TDP1 cell noCPT: -22.3%; TDP1 block: 1.2%

How did Cc1ccc(S(=O)(=O)N(CC(=O)NCc2ccccc2)C(=O)N2CCN(C)CC2)cc1 do in these assays?
TDP1 cell CPT: -3.8%; TDP1 cell noCPT: -17.7%

How did CC(=O)Nc1cc(NC(C)=O)cc(C(=O)OCC(=O)N(c2ccccc2)C2CCS(=O)(=O)C2)c1 (stereo not given) do in these assays?
TDP1 cell CPT: 10.1%; TDP1 cell noCPT: 14.1%; TDP1 block: 44.7µM*

How did CC(C)(C)n1nnnc1CN1CCSCC1 do in these assays?
TDP1 cell CPT: -26.5%; TDP1 cell noCPT: -9.7%; TDP1 block: 3.1%

Results for Cc1ccc2[nH]c(=O)c(CN(C(=O)c3cccc([N+](=O)[O-])c3)C(C)(C)C)cc2c1 ?
TDP1 cell CPT: inconclusive; TDP1 cell noCPT: inconclusive

What do the screens show for `Fc1cc(Cl)ccc1Nc1nc(NCc2ccccc2)nc2ccsc12`?
TDP1 cell CPT: 11.6µM*; TDP1 cell noCPT: 9.2µM*

What do the screens show for `CCC(=O)c1ccc(N2CCN(C(=O)c3ccccc3Br)CC2)c(F)c1`?
TDP1 cell CPT: inconclusive; TDP1 cell noCPT: 10.3µM*; TDP1 block: 0.0%

How did COc1cccc(NS(=O)(=O)c2nc3nc(C)cc(C)n3n2)c1 do in these assays?
TDP1 cell CPT: -0.1%; TDP1 cell noCPT: 10.9%; TDP1 block: 3.7%

Results for CC(C)N1C(=O)c2ccccc2N(Cc2ccccc2)S1(=O)=O ?
TDP1 cell CPT: inconclusive; TDP1 cell noCPT: -18.6%; TDP1 block: -5.0%

What do the screens show for `N#CCC(=O)Nc1ccc(C(=O)NNC(=O)c2ccccc2-n2cccc2)cc1`?
TDP1 cell CPT: -8.5%; TDP1 cell noCPT: -6.6%; TDP1 block: 1.2%

How did Cc1cc(C)c2oc(C(=O)Nc3ccc(S(=O)(=O)N4CCCCC4)cc3)cc(=O)c2c1 do in these assays?
TDP1 cell CPT: -14.6%; TDP1 cell noCPT: -15.0%; TDP1 block: 4.9%

What do the screens show for `O=C(Cc1ccccc1)NN1C(=O)C2C3C=CC([C@@H]2C1=O)C31CC1` (stereo not given in full)?
TDP1 cell CPT: -0.7%; TDP1 cell noCPT: -17.3%; TDP1 block: -1.4%

How did O=C(Cn1cc(C(=O)C2CC2)c2ccccc21)Nc1ccc(F)cc1 do in these assays?
TDP1 cell CPT: -8.1%; TDP1 cell noCPT: -2.3%; TDP1 block: 1.7%

Results for O=C(CC1(O)C(=O)N(CCc2ccccc2)c2ccccc21)c1ccco1 (stereo not given) ?
TDP1 cell CPT: 5.8µM*; TDP1 cell noCPT: 2.91µM*; TDP1 block: 1.0%

How did CC(O/N=C/c1ccccc1OC(F)F)C(=O)Nc1cccc(S(=O)(=O)N2CCOCC2)c1 (stereo not given) do in these assays?
TDP1 cell CPT: 10.7%; TDP1 cell noCPT: -26.4%; TDP1 block: 1.8%

What do the screens show for `Cc1ccc(OCCCCN2CCC(C)CC2)c(Br)c1`?
TDP1 cell CPT: 23.1µM*; TDP1 cell noCPT: inconclusive; TDP1 block: 2.8%

Results for O=C(c1ccc2c(c1)N(Cc1ccccc1F)C(=O)c1ccccc1S2(=O)=O)N1CCC(Cc2ccccc2)CC1 ?
TDP1 cell CPT: 16.4µM*; TDP1 cell noCPT: 20.6µM*; TDP1 block: -5.8%

Reprinted at random: 5 entries already listed, in no set order.
How did CC(C)(C)n1nnnc1CN1CCSCC1 do in these assays?
TDP1 cell CPT: -26.5%; TDP1 cell noCPT: -9.7%; TDP1 block: 3.1%

How did CC(O/N=C/c1ccccc1OC(F)F)C(=O)Nc1cccc(S(=O)(=O)N2CCOCC2)c1 (stereo not given) do in these assays?
TDP1 cell CPT: 10.7%; TDP1 cell noCPT: -26.4%; TDP1 block: 1.8%

Results for Cc1ccc2[nH]c(=O)c(CN(C(=O)c3cccc([N+](=O)[O-])c3)C(C)(C)C)cc2c1 ?
TDP1 cell CPT: inconclusive; TDP1 cell noCPT: inconclusive

Results for O=C(c1ccc2c(c1)N(Cc1ccccc1F)C(=O)c1ccccc1S2(=O)=O)N1CCC(Cc2ccccc2)CC1 ?
TDP1 cell CPT: 16.4µM*; TDP1 cell noCPT: 20.6µM*; TDP1 block: -5.8%

What do the screens show for `Fc1cc(Cl)ccc1Nc1nc(NCc2ccccc2)nc2ccsc12`?
TDP1 cell CPT: 11.6µM*; TDP1 cell noCPT: 9.2µM*

More results:
What do the screens show for `COc1cccc(-c2csc(NNC(=O)c3cccs3)n2)c1`?
TDP1 cell CPT: inconclusive; TDP1 cell noCPT: -28.9%

Results for Cn1cc([C@@H]2C[C@H]3CN(Cc4cccc(Cl)c4)C(=O)[C@]34CCCN24)c2ccccc21 ?
TDP1 cell CPT: inconclusive; TDP1 cell noCPT: inconclusive

Results for O=C(NNC(=O)c1cc2ccccc2o1)c1ccncc1 ?
TDP1 cell CPT: -6.1%; TDP1 cell noCPT: 8.6%; TDP1 block: 0.8%

What do the screens show for `C=CCn1c(CSCc2ccc(F)cc2)n[nH]c1=S`?
TDP1 cell CPT: -27.7%; TDP1 cell noCPT: -1.5%; TDP1 block: 0.2%

What do the screens show for `Cc1ccc(S(=O)(=O)N2CCN(C(=O)c3ccccc3)C2C(C)C)cc1` (stereo not given)?
TDP1 cell CPT: inconclusive; TDP1 cell noCPT: -17.2%; TDP1 block: 4.4%

Results for Cc1ccc(CNC(=O)[C@H](Cc2ccccc2)NC(=O)c2ccco2)cc1 ?
TDP1 cell CPT: -11.6%; TDP1 cell noCPT: -3.5%; TDP1 block: 0.1%

How did CC1=C(C(=O)Nc2ccccc2)C2(CCCCC2)C(C#N)=C(S)N1 do in these assays?
TDP1 cell CPT: -16.5%; TDP1 cell noCPT: -20.7%; TDP1 block: 6.6%

What do the screens show for `CCN(CC)C(=O)C1=C(C)N(Cc2ccc(OC)cc2)C(=O)C(CC(=O)NCCN2CCOCC2)C1` (stereo not given)?
TDP1 cell CPT: -4.4%; TDP1 cell noCPT: -7.6%

What do the screens show for `O=c1cc(O)c2ccccc2n1Cc1ccccc1`?
TDP1 cell CPT: 0.4%; TDP1 cell noCPT: 3.5%; TDP1 block: 2.6%
